Pol eta inh – blocks human DNA polymerase eta activity. Q9Y253. Potency, µM (highest dose often 114 µM), inactives show at the highest dose activity change, negative = inhibition, actives largely listed as inhibitors. actives 1.2% (n = 390,000). recombinant Pol eta, fluorescent DNA replication assay. AID 588591; note: potency is the fitted concentration of half-maximal effect; % is set by controls: 0 for no effect and ±100 for the full control effect
Target sequence (Q9Y253 whole entry, looked up): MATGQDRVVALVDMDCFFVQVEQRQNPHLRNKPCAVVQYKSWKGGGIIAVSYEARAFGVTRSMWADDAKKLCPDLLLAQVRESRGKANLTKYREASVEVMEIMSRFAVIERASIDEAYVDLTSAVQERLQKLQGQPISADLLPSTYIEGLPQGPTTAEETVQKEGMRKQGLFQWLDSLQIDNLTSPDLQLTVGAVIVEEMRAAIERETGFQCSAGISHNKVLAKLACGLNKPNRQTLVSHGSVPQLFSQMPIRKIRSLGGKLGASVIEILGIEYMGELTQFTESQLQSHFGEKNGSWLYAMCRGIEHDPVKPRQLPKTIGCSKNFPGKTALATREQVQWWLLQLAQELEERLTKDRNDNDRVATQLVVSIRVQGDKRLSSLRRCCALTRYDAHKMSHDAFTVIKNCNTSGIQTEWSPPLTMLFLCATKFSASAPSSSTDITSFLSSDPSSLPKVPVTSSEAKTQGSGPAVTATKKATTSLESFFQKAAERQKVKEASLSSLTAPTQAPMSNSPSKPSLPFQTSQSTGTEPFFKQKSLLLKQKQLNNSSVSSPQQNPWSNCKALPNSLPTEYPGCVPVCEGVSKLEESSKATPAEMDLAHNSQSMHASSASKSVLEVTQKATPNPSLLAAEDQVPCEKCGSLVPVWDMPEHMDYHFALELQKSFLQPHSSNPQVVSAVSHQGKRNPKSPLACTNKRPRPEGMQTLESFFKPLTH
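Pol eta (10 nM) was preincubated with compounds for 15 min at room temperature, after which fluorescent replication substrate (50 nM final) was added to start the reaction. Fluorescence was read kinetically at 0 and 10 min.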
ERG-DNA inh – inhibitors of human ERG Ets domain-DNA interaction. P11308. fluorescence polarization, His-ERG Ets domain / labelled DNA. Potency, µM (series often up to 76.9 µM), without a hit: at the top dose FP activity, negative = inhibition, actives largely listed as inhibitors. actives 0.028% (n = 370,000). AID 624246; active = well fitted inhibition curve with a large enough effect in the polarisation, with a control signal flat; inconclusive = small, poorly fitted or top-dose-only effect, or effect the other way, or a change in a side signal; inactive = no such curve, though single readings can be large or run the other way; the % refers to the polarisation;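 note: polarization taken with two DNA probes labelled with fluorescein and Texas red; potency is the fitted concentration of half-maximal effect; % of control where 0% means no effect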
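His-tagged ERG Ets domain (1 uM in the protein solution; 300mM KCl, 50mM Tris-HCl, 1mM EDTA, 1mM DTT, pH 7.5) received compound, then a probe mix of 5 nM fluorescein-DNA and 100nM Texas-615-DNA. Fluorescence polarization was read for both dyes.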
ALOX12 inh – inhibitors of human 12S-lipoxygenase ALOX12 | P18054 | purified 12hLO, xylenol orange hydroperoxide absorbance | Potency, µM (titrated, usually from 108 µM), without a hit: top-dose activity change, negative = inhibition, actives largely listed as inhibitors | actives 1.1% (n = 580,000); note: potency is the fitted concentration of half-maximal effect; % is set by controls: 0 for no effect and ±100 for the full control effect
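Purified human 12hLO at 150 nM in 25 mM Hepes, 0.01% Triton X-100, pH 7.0, preincubated 15 min at room temperature with compound. Reaction started with 40 uM arachidonic acid, 30 min at room temperature. Hydroperoxide measured by Fe-xylenol orange, 573/405 nm absorbance ratio.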
POLB inh – blocks human DNA polymerase beta activity; actives 1.3% (n = 340,000); P06746; Pol beta primer extension/strand displacement, fluorescence kinetic; Potency, µM (titrated, usually from 114 µM), for inactives: at the top dose activity change, negative = inhibition, most hits filed as inhibitors; note: potency is the fitted concentration of half-maximal effect; % is set by controls: 0 for no effect and ±100 for the full control effect
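Reaction started by 50 nM substrate onto compound-treated Pol beta (10 nM, 15 min preincubation, room temperature); plates read at 0 min and 10 min. Normalized concentration-effect data fitted by four-parameter Hill equation.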
Pol kappa inh – inhibitors of human DNA polymerase kappa; Q9UBT6; purified Pol kappa, fluorescent DNA synthesis assay, 10 min; Potency, µM (highest dose often 107 µM), inactives show top-dose activity, negative = inhibition, most hits filed as inhibitors; actives 0.53% (n = 400,000); note: potency is the fitted concentration of half-maximal effect; % is set by controls: 0 for no effect and ±100 for the full control effect
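10 nM Pol kappa preincubated 15 min at room temperature with compounds, then reaction started with substrate at 50 nM final. Fluorescence read kinetically at 0 and 10 min; buffer-only wells served as negative control.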
RGS4 inh – inhibitors of human regulator of G protein signaling 4 | Transcreener GDP fluorescence polarization, RGS4-accelerated GTP hydrolysis | P49798 | Potency, µM (doses to about 114 µM), inactives show at the top dose activity change, negative = inhibition, usual class: inhibitors | actives 0.039% (n = 390,000); note: potency is the fitted concentration of half-maximal effect; % is set by controls: 0 for no effect and ±100 for the full control effect; nearly all actives have a fitted effect of over 75% in size; some results filed as inactive show a strong effect at the top dose
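MLSMR compounds (23 nl, pin-transferred) preincubated 10 min at room temperature with a 500nM (2x) first reagent, then RGS4 at 900nM (2x) plus Transcreener GDP mix added; fluorescence polarization (620/688 nm) read before and after 90 min at 30 °C.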
APE1 inh – APE1 (human) endonuclease inhibition. recombinant APE1, TAMRA/BHQ-2 abasic DNA cleavage fluorescence. Potency, µM (series often up to 65.8 µM), for the others: at the highest dose activity change, negative = inhibition, usual class: inhibitors. actives 0.35% (n = 350,000). AID 2517;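 note: potency is the fitted concentration of half-maximal effect; plate controls were vehicle for no effect and reference inhibitor for full effect; nearly all actives have a fitted effect of over 55% in size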
Target sequence (P27695 whole entry, looked up): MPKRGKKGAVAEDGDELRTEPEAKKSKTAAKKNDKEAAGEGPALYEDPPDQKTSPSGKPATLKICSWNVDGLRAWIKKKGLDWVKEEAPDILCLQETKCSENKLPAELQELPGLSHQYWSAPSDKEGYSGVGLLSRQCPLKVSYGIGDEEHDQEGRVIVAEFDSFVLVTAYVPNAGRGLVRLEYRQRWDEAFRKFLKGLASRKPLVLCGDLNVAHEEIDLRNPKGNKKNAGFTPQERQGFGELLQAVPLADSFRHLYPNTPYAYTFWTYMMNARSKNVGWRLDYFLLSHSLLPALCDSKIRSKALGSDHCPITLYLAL
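Readout is kinetic fluorescence (ex 525, em 598 nm) from cleavage of 50 nM TAMRA/BHQ-2 THF abasic duplex by 0.75 nM APE1, compound added 15 min beforehand at RT.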
Apoferritin bind – candidate novel general anesthetic via apoferritin binding. AID 485281. actives 0.074% (n = 350,000). Potency, µM (doses to about 77.5 µM), inactives show at the highest dose activity change, negative = displacement, most hits filed as inhibitors. apoferritin/1-aminoanthracene competitive binding, fluorescence; note: potency is the fitted concentration of half-maximal effect; % is set by controls: 0 for no effect and ±100 for the full control effect; nearly all actives have a fitted effect of over 20% in size
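Steps: apoferritin (10 uM) was premixed with half-saturated 1-AMA in PBS, compounds were pin-transferred, plates stood 10 min at room temperature, fluorescence was read at 380/535 nm, and curves were fitted with a Hill equation.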
LDHA block – blocks human lactate dehydrogenase A; P00338; purified LDHA, NADH/diaphorase-resazurin fluorescence; hits give low values; activity change, % (values are at about 110 or 230 µM); actives 0.15% (n = 480,000); AID 1347041; in the data active = activity change below about -30%; inconclusive = mostly about -25% to -30%;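 note: plate controls were DMSO wells for no effect and wells without enzyme for full effect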
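Enzyme activity of human lactate dehydrogenase 5 (2 nM; 0.06 mM NADH, 0.2 mM pyruvate, 5 min, RT) is measured via a resazurin/diaphorase fluorescence readout of residual NADH.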
Numbers without * were called inactive; ? = inconclusive; · = no result given; & = joins results of further samples; [ ] = dose if it differs, or a comment. Unless noted, calls come from the whole dose curve; as a rule, active = well fitted curve in the direction sought with a large enough effect; inconclusive = small, poorly fitted or top-dose-only effect, or another doubt; inactive = no such curve, though single readings can be large; an effect the other way counts as inactive or inconclusive. A portion of the library, so the mix of outcomes need not match the whole.

Values run as follows: ERG-DNA inh	Pol kappa inh	LDHA block	Pol eta inh	APE1 inh	Apoferritin bind	ALOX12 inh	POLB inh	RGS4 inh
Cc1c(-c2nnc(-c3ccc(C(F)(F)F)cc3)o2)cnn1-c1ccccc1
 : -1%	-19%	-4	?	-2%	-3%	141%[activator]	-1%	3%
COc1ccc(CNC(=O)c2c(-c3cc(Cl)c(OC)c(Cl)c3)noc2C)cc1
 : 14%	-3%	-3	-19%	-5%	-2%	24%	2%	-5%
Oc1c(N=Nc2ccccc2)sc2ccccc12
 : 32%[activator]	-32%	-6	-3%	11%	7%	-21%	-2%	14%
Cc1ccc(OCC(=O)NS(=O)(=O)c2ccc(Cl)cc2)cc1
 : -9%	-2%	-4	-10%	32%	-5%	340%[activator]	32%	-18%
CSCCC(NC(=O)c1cccc([N+](=O)[O-])c1)C(=O)OCC(=O)N1CCCC1=O (centres undefined)
 : 0%	-10%	-7	-9%	31%	·	0%	·	-2%
COc1ccc(C2CC(c3ccc(C)cc3)Nc3nc(N)nn32)cc1 (centres undefined)
 : -2%	-1%	-4	-10%	15%	-12%	-24%	17%	-20%
Cc1cn(-c2ccc(Br)cc2)[nH]c1=O
 : ·	-3%	-6	9%	1%	-9%	3%	?	0%
O=C(NCCO)c1ccc(-c2nnc(Nc3ccc(OC(F)(F)Cl)cc3)c3ccccc23)cc1
 : 5%	8%	3	-15%	·	88%[activator]	-17%	1%	-47%
Cn1nnnc1SCCCNCc1cc(Cl)ccc1OCc1ccccc1F
 : 0%	2%	-6	?	·	-9%	-10%	11%	-22%
O=C(N/N=C/c1ccc2ccccc2c1)c1ccc(COc2ccc3c(c2)CCC3)o1
 : 1%	-3%	-8	10µM*	-7%	-12%	0%	35µM*	-33%
N#CCCN(C(=O)c1ccco1)c1ccccc1
 : 7%	10%	-2	-9%	20%	-6%	-13%	26%	-9%
CSc1ccccc1NC(=O)COC(=O)c1ccccc1O
 : -7%	-1%	-9	-20%	0%	-9%	1%	90%	-8%
CCCCCCCCOC(=O)CCn1[nH]c(=O)c2ccccc2c1=O
 : -5%	-15%	-6	-10%	4%	-16%	0%[57.4 µM]	5%	-21%
COc1ccc(N(CC(=O)N/N=C(\C)c2cccs2)S(=O)(=O)c2ccccc2)cc1Cl
 : ·	·	·	·	-5%	-18%	-1%	1%	·
Cc1cc(C(F)(F)F)nn1-c1nc(-c2ccco2)cc(C(F)(F)F)n1
 : 7%	2%	8	-15%	-1%	-11%	9%	19%	-9%

Values run as follows: ERG-DNA inh	Pol kappa inh	LDHA block	Pol eta inh	APE1 inh	Apoferritin bind	ALOX12 inh	POLB inh	RGS4 inh
CCOc1cc(C2C(C(=O)N3CCCCC3)=C(C)NC3=C2C(=O)CCC3)cc(Br)c1O (centres undefined)
 : 0%	0%	9	-7%	9%	3%	22%	-10%	2%
CCOc1ccccc1NC(=O)CN(C)S(=O)(=O)c1cccc2nsnc12
 : -4%	-3%	2	-1%	-41%	-15%	-30%	-26%	-11%
COc1ccccc1C(=O)Nc1cccc(NC(=O)c2ccccc2OC)n1
 : -1%	1%	-1	-14%	-2%	-3%	82%[activator]	3%	-9%
CCn1nnnc1SCC(=O)c1ccc2c(c1)OCCO2
 : 7%	4%	-3	-16%	-1%	?	0%	7%	3%
CC1CC(=O)Nc2ccccc2N1C(=O)CN1CCN(c2ccccc2)CC1 (centres undefined)
 : 12%	6%	0	-25%	-6%	1%	3%	1%	4%
COc1ccc(/C(N)=N/OC(=O)C2CCCCC2)cc1OC
 : 10%	-4%	2	-2%	10%	-22%	?	-15%	30%
CC(C)(CNC(=O)CCNC(=O)c1ccc(Br)cc1)N1CCOCC1
 : 15%	-10%	-3	-9%	25%	·	-25%	·	-23%
O=C(N/N=C\c1ccc2c(c1)OCO2)c1ccco1
 : -12%	7%	3	-14%	28%	-4%	?	9%[57.1 µM]	-13%
CC(C)C[C@@H](CO)N(Cc1ccccc1)S(=O)(=O)N(Cc1ccccc1)[C@H](CO)CC(C)C
 : -3%	-13%&-21%	2	-12%	-32%	·	·	·	-9%
COc1ccc(NC(=O)Cn2c(=O)n(-c3ccc(CC(=O)NCc4ccco4)cc3)c(=O)c3ccccc32)cc1
 : -3%	3%	-1	-8%	-7%	-7%	-3%	-11%	-16%[56.9 µM]
COC(=O)[C@H](CCSC)NC(=O)NCCc1ccc(F)cc1
 : -1%	12%	-2	-11%	-2%	-10%	0%	10%	-19%
O=C(COc1ccc(/C=N/NC(=O)C(=O)N2CCCCC2)cc1)Nc1ccccc1Cl
 : -5%	-18%	-2	-5%	8%	-16%	2%	28%	-6%
CCCN1CCC(=O)NC1=S
 : 16%	-7%	-2	-7%	·	·	-6%	·	-15%
O=C(NCc1ccccc1)c1ccc(CN2CCOCC2)cc1
 : 3%	-6%	-6	6%	2%	-12%	-16%	8%	19%
O=C(NNc1ccccc1)C(=O)NNS(=O)(=O)c1ccc([N+](=O)[O-])cc1
 : -6%	-5%	1	-1%	-3%	-7%	?	-18%	8%

Values run as follows: ERG-DNA inh	Pol kappa inh	LDHA block	Pol eta inh	APE1 inh	Apoferritin bind	ALOX12 inh	POLB inh	RGS4 inh
CCc1ccc(NC(=O)c2cc(C(C)C)on2)cc1
 : 10%	-3%	6	-14%	2%	-15%	27%	16%	-26%
NC(=O)c1ccc(NC(=O)c2ccccc2S(=O)(=O)c2ccccc2[N+](=O)[O-])cc1
 : 7%	-1%	-2	-15%	-5%	1%	-7%	-7%	-5%
O=C(CN1C(=O)COc2ccc(S(=O)(=O)N3CCCCCC3)cc21)NCCc1ccccc1
 : -1%	-2%	-5	-23%	·	4%	-17%	-3%	11%
COc1cc(C(=O)COC(=O)c2cnc(C)cn2)ccc1OC(F)F
 : 4%	-18%	1	-11%	59%[activator]	-14%	24%	-13%	-14%
COC(=O)c1ccc2c(=O)n(Cc3ccco3)c(SCC(=O)Nc3ccccc3Cl)nc2c1
 : -13%	-9%	-2	6%	-6%	-13%	0%	0%	-27%
Cc1cc(Br)ccc1SCC(=O)OCC(=O)NCc1ccc2c(c1)OCO2
 : 0%	-11%[60.1 µM]	3	-14%	-8%	-18%	-10%	-11%	-1%[11.4 µM]
COc1cc(OC)c(NC(=O)c2nnn(Cc3ccc(C)cc3)c2N)cc1Cl
 : 9%	-7%	-10	-2%	·	-2%	-28%	40%[activator]	19%
CC[C@@]1(C(=O)OC)N[C@H](CN(C)C(=O)Nc2ccc(C(F)(F)F)cc2)[C@@H]2C(=O)N(C)C(=O)[C@@H]21
 : -2%	4%	-1	-2%	-2%	·	-29%	·	-13%
CNC(=O)c1c(NC(=O)CS(=O)(=O)c2ccc(F)cc2)sc(C)c1C
 : -1%	-3%	-4	-7%	19%	·	16%	·	-7%
COc1ccc(CNC(=O)CCc2cn(C)c3ccccc23)cc1
 : -5%	-17%	-6	-17%	·	-4%	-11%	38%	2%
CCn1cc2nc(SCC(=O)Nc3ccc(OC)cc3OC)n(Cc3ccc(OC)cc3)c(=O)c2n1
 : -18%	1%	-5	1%	35%	-7%	14%	-9%	-39%
Cc1ccc(NC(=O)CN(C)S(=O)(=O)c2ccc(Br)s2)cc1F
 : 6%	-15%	-1	-23%	0%	5%	-43%	38%	-7%
CCOC(=O)Nc1ccc2c(COC(=O)CNS(=O)(=O)c3ccc(NC(C)=O)cc3)cc(=O)oc2c1
 : -11%	-24%	-3	?	?	-10%	-18%	-10%	-17%
CCN1C(=O)C2CCCCN2c2ccc(C(=O)NCCOC)cc21 (centres undefined)
 : -7%	10%	0	-9%	17%	-5%	0%	17%	-44%
COC(=O)/C=C/c1ccc2c(c1)S(=O)(=O)N(Cc1ccc(OC)cc1)[C@H]2CC(=O)OC
 : 13%	8%	1	-18%	·	·	-21%	·	-1%

Values run as follows: ERG-DNA inh	Pol kappa inh	LDHA block	Pol eta inh	APE1 inh	Apoferritin bind	ALOX12 inh	POLB inh	RGS4 inh
COC(=O)CSc1nc(NCc2ccccc2)nc(N(C)C)n1
 : -3%	-8%	-3	-19%	-5%	-7%	9%	4%	13%
CCC(=O)Nc1ccc(NC(=O)c2cc3ccccc3o2)c(OC)c1
 : -6%	-6%	-12	11%	4%	-1%	7%	0%	7%[56.9 µM]
COc1ccc(Cl)cc1NC(=S)N1CCN(C(=O)c2ccco2)CC1
 : -7%	1%	-4	2%	3%	-6%	315%[activator]	5%	-5%
CCCNC(=O)COC(=O)c1ccc(S(=O)(=O)N2CCCC2)cc1
 : -6%	-13%	-10	-17%	-4%	-1%	-21%	0%	-6%
COc1ccc(NS(=O)(=O)c2cccc(C(=O)NC3CCN(Cc4ccccc4)CC3)c2)cc1
 : -3%	-1%	1	-21%	48%	-4%	-26%	18%	-16%
O=C(c1ccc([N+](=O)[O-])cc1)N1CCOC12CCN(c1ncc(C(F)(F)F)cc1Cl)CC2
 : 5%	-5%	0	-13%	-3%	-7%	27%	8%	-7%
O=C(NC1CCN(Cc2ccccc2)C1)c1cc(COc2ccc(F)cc2F)on1 (centres undefined)
 : 12%	4%	-2	-24%	4%	?	-11%	-3%	-8%
COc1cc(NS(=O)(=O)c2ccc3[nH]c4c(c3c2)CCCCCC4)cc(OC)c1
 : 0%	-10%[60.1 µM]	-1	-24%	·	-16%	?	?	-42%
Cc1ccc(-c2csc3nc(C)n(N)c(=O)c23)o1
 : 2%	-2%	-7	-11%	-1%	-1%	0%	-1%	-47%
